CCR6 antag: CCR6 (human) receptor antagonism | 340,000 compounds, 0.49% hits | CHO-K1 CCR6 PathHunter beta-arrestin, luminescence, CCL20-stimulated | AID 493098 | inhibition, % at 20 µM | P51684;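 active means compounds whose inhibition of the agonist-driven luminescence signal at 20 µM reaches about 50%, limit read from the data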;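 further: cells stimulated with CCL20 at 14 nM final; plate controls were DMSO with CCL20 for no effect and DMSO without agonist for full effect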
Target sequence (P51684 whole entry, looked up): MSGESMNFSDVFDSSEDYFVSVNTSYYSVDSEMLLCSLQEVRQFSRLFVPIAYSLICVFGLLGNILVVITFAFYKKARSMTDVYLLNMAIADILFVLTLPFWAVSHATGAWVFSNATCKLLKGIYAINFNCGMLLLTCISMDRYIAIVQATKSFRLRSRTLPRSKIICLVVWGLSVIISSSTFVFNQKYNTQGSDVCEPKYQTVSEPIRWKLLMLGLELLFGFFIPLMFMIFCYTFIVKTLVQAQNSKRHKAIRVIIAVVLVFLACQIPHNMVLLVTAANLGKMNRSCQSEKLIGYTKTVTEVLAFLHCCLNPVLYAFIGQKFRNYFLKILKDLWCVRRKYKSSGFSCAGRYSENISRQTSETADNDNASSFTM
SENP8 inh: blocks the human protease SENP8 | Q96LD8 | purified SENP8, Z-RLRGG-aminoluciferin cleavage, luminescence | inhibition, % at 10 µM | 330,000 compounds, 1.2% hits
Target sequence (Q96LD8 whole entry, looked up): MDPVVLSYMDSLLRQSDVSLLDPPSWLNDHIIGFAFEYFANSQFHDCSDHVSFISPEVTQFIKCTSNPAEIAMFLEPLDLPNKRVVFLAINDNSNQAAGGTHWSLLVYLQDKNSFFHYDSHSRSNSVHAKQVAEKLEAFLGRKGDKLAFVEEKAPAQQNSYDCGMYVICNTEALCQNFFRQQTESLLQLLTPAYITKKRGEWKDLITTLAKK
EBI2 antag: antagonists of human EBI2 receptor; EBI2 beta-arrestin recruitment, luminescence, 7a,25-OHC stimulated; 360,000 compounds, 0.81% hits; AID 651636; inhibition, % at 5 µM; in the data active means inhibition above about 38%;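 further: enzyme fragment complementation signal reports receptor beta-arrestin coupling in cells; 0% = agonist plus DMSO wells and 100% = wells without agonist; some results beyond the cut were filed as inactive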
Target sequence (P32249 whole entry, looked up, the tested form may be a part): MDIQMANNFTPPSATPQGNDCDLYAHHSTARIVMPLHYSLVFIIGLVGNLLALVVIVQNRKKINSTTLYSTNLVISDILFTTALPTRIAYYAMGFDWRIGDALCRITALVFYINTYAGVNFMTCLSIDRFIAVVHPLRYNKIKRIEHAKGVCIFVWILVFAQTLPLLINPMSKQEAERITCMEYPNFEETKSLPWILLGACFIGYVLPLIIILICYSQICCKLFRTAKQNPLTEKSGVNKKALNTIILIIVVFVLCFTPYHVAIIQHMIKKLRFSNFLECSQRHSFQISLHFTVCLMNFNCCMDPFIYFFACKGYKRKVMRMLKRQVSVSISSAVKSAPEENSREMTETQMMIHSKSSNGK
Gli-Sufu antag: antagonists of Gli-Sufu signaling. 340,000 compounds, 0.74% hits. inhibition, % at 5 µM. AID 588413. Sufu-KO-LIGHT fibroblasts, Gli luciferase reporter luminescence;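 active means inhibition above about 55%, limit read from the data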;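 further: 0% = DMSO-treated cells and 100% = wells with medium but no cells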
UBC13 polyUb: inhibitors of human UBC13 polyubiquitin chain formation | TR-FRET | 330,000 compounds, 0.47% hits | AID 485273 | inhibition, % at 20 µM; in the data active means inhibition above about 45%, passing the limit was not always enough
Target sequence (P61088 whole entry, looked up): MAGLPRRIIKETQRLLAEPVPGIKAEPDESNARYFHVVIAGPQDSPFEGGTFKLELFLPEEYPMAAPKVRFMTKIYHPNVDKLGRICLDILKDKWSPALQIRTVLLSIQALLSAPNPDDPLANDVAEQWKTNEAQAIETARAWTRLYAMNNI
697 NFkB inh: lowers PMA/ionomycin-induced NF-kB signal in 697 B cells. 697 B-cell NF-kB luciferase reporter, 16 h. inhibition, % at 4 µM. 330,000 compounds, 0.33% hits. AID 435022; in the data active means inhibition above about 35%
Jurkat NFkB inh: inhibitors of the PMA/ionomycin-induced NF-kB reporter in Jurkat cells | PMA/ionomycin-induced NF-kB luciferase reporter, luminescence | inhibition, % at 4 µM | 330,000 compounds, 0.53% hits | AID 435003
Apaf-1 inh: human Apaf-1 inhibition | O14727 | reconstituted apoptosome caspase-3 activity, DEVD-Rh110 fluorescence | inhibition, % at 20 µM | 330,000 compounds, 0.71% hits; active means inhibition of at least 40% at 20 µM;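 further: plate controls were DMSO wells for no effect and DEVD-CHO caspase inhibitor wells for full effect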
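System: Apoptosome proteins | Medium: Hepes pH 7.5 with detergent and BSA | Also added: Cytochrome c trigger plus (Z-DEVD)2-Rh110 caspase-3 substrate | Incubation: 30 min compound preincubation, 50 min activation, room temperature | Detection: Rhodamine 110 fluorescence at Ex 480/Em 540 nm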
The depositor's hits bear a star; nt = no result given. Unless noted, no stated cut-off is given here; in the data, active means inhibition above about 50%; inactive means the rest. This is a subset; rates above refer to the full screens.

SMILES	CCR6 antag	SENP8 inh	EBI2 antag	Gli-Sufu antag	UBC13 polyUb	697 NFkB inh	Jurkat NFkB inh	Apaf-1 inh
O=C(NCc1ccccn1)Nc1ccc(F)cc1F	1	7	5	0	8	9	2	-3
CC(SCc1ccccc1)C(=O)N/N=C/c1ccc2c(c1)OCO2 (stereo not given)	-10	-1	11	2	4	1	5	3
O=C(COC(=O)c1cccs1)Nc1cccc(Cl)c1	0	8	-6	-10	7	16	-3	-7
COc1ccc(NC(C)=O)cc1S(=O)(=O)N1CCN(C(=O)c2ccccc2F)CC1	9	2	3	12	2	16	9	-22
COC(=O)N1C(=O)[C@](c2ccsc2)(C(C)C)N1C(=O)OC	7	-11	-16	18	0	18	5	1
COc1cc(C(=O)Oc2ccccc2)ccc1OCc1c(C)noc1C	1	-7	0	-7	0	0	7	2
O=S(=O)(c1cccs1)N1CCc2ccccc21	7	9	8	-1	-5	18	-5	-4
O=C(COC(=O)c1cccnc1Cl)Nc1ccc2c(c1)OCO2	6	-17	-10	-3	-9	2	-2	-1
O=C1C(c2ccncc2)=C(O)c2ccccc21	25	73*	2	-35	-27	-113	-91	-3
COc1ccc(-c2cc(C(=O)Nc3cccnc3)no2)cc1OC	6	-10	-4	-85	0	-16	-56	9
CC1CCN(c2ccc3c(c2)S(=O)(=O)c2cccc(C(=O)NC[C@@H]4CCCO4)c2C3=O)CC1	14	-2	-24	-9	-120	-22	4	20
Cn1cc(S(=O)(=O)N2CCN(c3ccccc3)CC2)c(=O)n(C)c1=O	-2	-9	-4	-1	-4	-11	4	12
Nc1cc(-c2ccco2)no1	4	6	-16	-24	0	14	-16	1
Cc1[nH]n(-c2ccccc2)c(=O)c1/C=N/NC(=O)c1ccccc1F	12	-10	6	10	-10	-21	3	20
O=S(=O)(NC1CC2CCC1C2)c1ccc2c(c1)OCCO2 (stereo not given)	4	-1	-3	1	3	9	5	0
Cc1ccc(Cn2nc(C)c(NC(=O)c3noc4c3CCCCC4)c2C)cc1	0	5	6	-1	8	24	9	-13
CCOc1cc(/C=N/NC(=O)C(O)(c2ccccc2)c2ccccc2)ccc1OC(=O)c1ccco1	0	7	-25	3	2	18	3	-3
CCCC(=O)NC(c1ccc(OCC)cc1)c1ccc(OC)c(OC)c1 (stereo not given)	8	-8	4	0	4	11	2	-24
CCOc1ccc(C(=O)NC2CCN(S(=O)(=O)CC)CC2)cc1	12	-2	-9	1	2	6	3	-3
CCCc1cc(Nc2ccccc2OCC)n2ncnc2n1	21	-1	2	-4	6	-2	-7	-2
NC(=O)c1ccccc1NC(=O)CC12CC3CC(CC(Br)(C3)C1)C2	-1	7	-9	-23	-4	4	-2	4
CC(NC(=O)/C(=C\c1ccco1)NC(=O)c1ccccc1Br)C(=O)O (stereo not given)	-3	1	2	-35	6	4	-12	-7
CCOc1cc(N2CCOCC2)c(OCC)cc1NC(=O)COC(=O)c1cc(C)cc(C)c1	8	6	35	-4	9	-6	-14	22
Cc1nn(C(=O)c2ccco2)c(C)c1Sc1ccc(Br)cc1	3	-4	-3	-15	4	14	-10	8
CN(CC1COCCO1)c1nc2nonc2nc1N1CCSCC1 (stereo not given)	5	4	6	13	3	-5	12	-2
Continued:
SMILES	CCR6 antag	SENP8 inh	EBI2 antag	Gli-Sufu antag	UBC13 polyUb	697 NFkB inh	Jurkat NFkB inh	Apaf-1 inh
C=C(C)n1c(=O)[nH]c2ccccc21	-12	-3	-6	-5	-2	13	7	-2
CCOC(=O)c1nnn(-c2ccc(OC)cc2)c1N	2	3	-3	-12	1	-2	-6	1
Cc1ccc(NC2=C(Cl)C(=O)OC2OC(C)C)cc1 (stereo not given)	5	0	2	5	6	10	6	-1
CCCC[n+]1ccn(-c2nc3ccccc3nc2[N-]S(=O)(=O)c2ccccc2)c1	-1	-6	-10	15	6	-12	-4	-20
CCC(C)Sc1cc(C(F)(F)F)c(C(=O)Nc2ccc(Cl)cc2)cn1 (stereo not given)	9	1	5	7	5	-22	-11	1
COc1cc(OC)cc(-c2cn[nH]c2N)c1	1	0	-5	-12	1	15	7	3
CCOC(=O)c1nn(-c2ccc(F)cc2)c2nc(CC(C)C)c(C#N)c(=O)n12	3	-10	1	5	-4	5	-11	17
COc1ccc(S(=O)(=O)N2CCC3(CC2)OCCN3S(=O)(=O)c2ccc(C)cc2)cc1OC	18	-11	0	23	-1	-1	19	17
Cc1ccsc1C(=O)OCC(=O)c1cc(C)n(CC2CCCO2)c1C (stereo not given)	-9	91*	1	72*	1	-79	46	12
O=C1ON=C(c2ccc(Cl)cc2)/C1=C/c1ccc(O)cc1	47	4	nt	-4	-9	18	-7	9
C/C(=N\NC(=O)c1ccc(NS(=O)(=O)c2cccs2)cc1)c1ccc2ccccc2c1	17	-5	-13	3	-6	-13	-14	-9
O=C(CSCc1ccccc1Br)N/N=C/c1ccc2c(c1)OCO2	17	6	-6	7	8	9	16	0
COC(=O)C[C@H](NC(=O)Cn1cnc(C(=O)Nc2ccc(C)c(C)c2)n1)C(=O)OC	13	nt	-6	4	nt	-11	nt	9
CCOc1ccc(NC(=O)C2CCCN2C(=O)OCc2ccccc2)cc1 (stereo not given)	6	-7	2	2	9	10	3	4
Cc1ccccc1-n1c(SCC(=O)NCC2CCCO2)nnc1-c1ccncc1 (stereo not given)	6	8	5	-1	10	1	-10	-4
CC(=O)c1cccc(NC(=O)/C(=C\c2cccnc2)NC(=O)c2ccco2)c1	11	-15	2	-14	-4	3	1	-4
COc1cccc(CNC(=O)CSC(=S)N2CCCC2)c1	-11	0	10	1	-5	-18	-7	-2
Cc1nnc(Sc2nc3c(c(=O)n(C)c(=O)n3C)n2Cc2ccccc2Cl)s1	22	0	-12	10	-14	-47	-9	14
C/C=C(\C)CN1CCC(n2nccc2NC(=O)CCOc2ccccc2)CC1	19	-4	2	-13	-9	-13	-19	-1
COc1cccc(COc2ccccc2C2Nc3ccc(Br)cc3C(=O)N2NC(=O)c2ccncc2)c1 (stereo not given)	-4	-5	8	-4	3	5	-9	13
CC1=CC(C)(C)n2c(O)c(N=N)c3c(C)c(C)cc1c32	5	0	8	-10	18	0	-1	8
COc1cccc(C2NC(=O)NC(C)=C2C(=O)Nc2ccc(C)cc2)c1 (stereo not given)	0	-4	5	-2	-6	13	-10	6
Cc1cc(=O)[nH]c(N)n1	-1	1	-7	6	-6	11	5	-4
O=[N+]([O-])c1cccc(C2=NC(c3ccccc3)CO2)c1 (stereo not given)	10	-2	3	-52	1	1	-11	6
CCCCn1c(SCC2CCCO2)nc2cc(S(N)(=O)=O)ccc21 (stereo not given)	20	-1	1	6	2	-14	-8	3
Additional entries.
SMILES	CCR6 antag	SENP8 inh	EBI2 antag	Gli-Sufu antag	UBC13 polyUb	697 NFkB inh	Jurkat NFkB inh	Apaf-1 inh
Cc1cccc(C)c1OCC(O)CN1CCC(CN2C(=O)c3cccc4cccc(c34)C2=O)CC1 (stereo not given)	-9	-13	22	9	29	-39	17	15
C/C(=N\Nc1ccc([N+](=O)[O-])cc1)c1ccc2c(c1)OCO2	26	1	12	-43	-54	-26	-40	2
COc1cc(S(=O)(=O)N2CCC(c3nc4ccccc4s3)CC2)ccc1S(=O)(=O)NC1CCCC1	7	3	6	14	-2	-30	28	15
Cc1nc(SCc2ccc(C#N)cc2)n[nH]1	-10	-3	2	-8	-11	-11	-8	1
CCN(CC)S(=O)(=O)c1ccc(NN)nc1	12	3	-7	3	-1	12	22	1
CN(C(=O)CSc1nc(N)c2c3c(sc2n1)CSC(C)(C)C3)c1ccccc1	22	-7	9	5	-1	20	-1	19
Cc1ccccc1C(=O)Nc1cccc(C(=O)N/N=C/c2ccc3c(c2)OCO3)c1	5	2	-2	-49	-2	-16	-2	8
COC(=O)c1[nH]c2ccc(C)cc2c1NC(=O)Nc1ccccc1OC	-6	-1	7	6	42	36*	9	1
Cc1cc(N(CN2CCCC2=O)C(=O)c2ccc(OC(C)C)cc2)no1	1	-2	-1	-5	-14	12	-58	-4
COc1cccc(NC(=S)NCc2ccco2)c1	-2	1	-8	-13	3	14	-8	-3
Cc1ccccc1OCCCCn1c(CO)nc2ccccc21	14	-12	1	12	-2	-18	9	14
COc1ccccc1OCc1ccc(C(=O)NC(C)c2ccccc2)o1 (stereo not given)	13	-11	9	-5	1	-16	-11	4
COc1ccc(C(=O)Nc2ccccc2[N+](=O)[O-])cc1S(=O)(=O)N1CCOCC1	-21	-1	-8	-3	6	3	25	0
COc1cccc(NC(=O)COc2ccc3c(c2)CCC3)c1	2	13	-1	-1	7	7	-6	6
CCC(=O)Nc1ccc(C(=O)Nc2cc(C)on2)cc1	-5	-6	4	-17	4	-20	-17	2
CC(C)CCN(C)c1ccc(/C=N/n2cnnc2)cc1	-6	10	-12	1	-2	3	-2	19
Cc1ccc(-n2c3nc(=O)[nH]c(=O)c-3cc3cc([N+](=O)[O-])ccc32)cc1C	-14	1	18	-5	-18	-13	10	19
CCOCCCNC(=O)C(c1ccc(OC)cc1)N(Cc1ccc2c(c1)OCO2)C(=O)CNC(C)=O (stereo not given)	9	0	-1	1	-5	-7	5	3
Cc1ccc(-c2nc(NCCN(C)C)c3ccccc3n2)cc1	16	-2	1	22	1	-8	-13	7
CCCC(=O)N(Cc1cc(=O)[nH]c2ccccc12)c1ccccc1OC	34	4	10	5	8	0	6	12
CCOc1ccc(C2C(C(=O)c3ccc(C)o3)=C(O)C(=O)N2c2cc(C)on2)cc1OC (stereo not given)	-7	2	-2	-13	-6	14	3	6
COc1ccc(OC)c(NC(=O)CC(NC(C)=O)c2ccccc2)c1 (stereo not given)	0	-5	-5	1	7	1	-10	2
CCN(CC)C(=O)C1CCCc2c1[nH]c1ccc(Cl)cc21 (stereo not given)	9	0	-1	-15	6	-84	3	14
CCOC(=O)C1=C(COC(=O)C(C)(C)Oc2ccc(Cl)cc2)NC(=O)NC1C (stereo not given)	4	7	-7	-13	3	17	16	0
O=C1CCC(c2ccccc2)=NN1Cc1c(F)cccc1Cl	13	3	11	7	8	22	3	-16
Cc1ccc(N(C(=O)Cn2nnc(-c3ccc(C)o3)n2)C(C(=O)NC2CCCC2)c2ccncc2)cc1 (stereo not given)	-4	6	4	-20	-2	17	4	3
COCCOC(=O)C1=C(C)N(c2ccccc2)C(=O)NC1c1cccc([N+](=O)[O-])c1 (stereo not given)	6	-4	1	-2	-4	-2	-6	4
CC(C)NC(=O)N(C)C[C@@H]1Oc2ccc(NC(=O)Nc3ccc(C(F)(F)F)cc3)cc2CC(=O)N([C@H](C)CO)C[C@@H]1C	-6	-7	-6	-7	22	9	5	23
CCCc1cc(=O)oc2c3c(cc(OCC(=O)NCc4ccccn4)c12)OC(C)(C)CC3	-1	2	12	11	20	11	3	6
O=C1OC(CC(=O)N(Cc2nnc(-c3ccccc3Cl)o2)C2CC2)c2ccccc21 (stereo not given)	6	-5	-6	-13	3	9	-3	9

In another format: 10 of the compounds above
Order of values – CCR6 antag | SENP8 inh | EBI2 antag | Gli-Sufu antag | UBC13 polyUb | 697 NFkB inh | Jurkat NFkB inh | Apaf-1 inh
COc1cc(S(=O)(=O)N2CCC(c3nc4ccccc4s3)CC2)ccc1S(=O)(=O)NC1CCCC1
→ 7 | 3 | 6 | 14 | -2 | -30 | 28 | 15
Cc1nc(SCc2ccc(C#N)cc2)n[nH]1
→ -10 | -3 | 2 | -8 | -11 | -11 | -8 | 1
CCN(CC)S(=O)(=O)c1ccc(NN)nc1
→ 12 | 3 | -7 | 3 | -1 | 12 | 22 | 1
CN(C(=O)CSc1nc(N)c2c3c(sc2n1)CSC(C)(C)C3)c1ccccc1
→ 22 | -7 | 9 | 5 | -1 | 20 | -1 | 19
Cc1ccccc1C(=O)Nc1cccc(C(=O)N/N=C/c2ccc3c(c2)OCO3)c1
→ 5 | 2 | -2 | -49 | -2 | -16 | -2 | 8
COC(=O)c1[nH]c2ccc(C)cc2c1NC(=O)Nc1ccccc1OC
→ -6 | -1 | 7 | 6 | 42 | 36* | 9 | 1
Cc1cc(N(CN2CCCC2=O)C(=O)c2ccc(OC(C)C)cc2)no1
→ 1 | -2 | -1 | -5 | -14 | 12 | -58 | -4
COc1cccc(NC(=S)NCc2ccco2)c1
→ -2 | 1 | -8 | -13 | 3 | 14 | -8 | -3
Cc1ccccc1OCCCCn1c(CO)nc2ccccc21
→ 14 | -12 | 1 | 12 | -2 | -18 | 9 | 14
COc1ccccc1OCc1ccc(C(=O)NC(C)c2ccccc2)o1 (stereo not given)
→ 13 | -11 | 9 | -5 | 1 | -16 | -11 | 4

Bioassay records as filed in PubChem.
